Compound activity as filed in PubChem BioAssay.
TRPC4 block – inhibitors of mouse TRPC4 channel. Q9QUQ5. HEK293 TRPC4beta/mu-opioid, DAMGO-evoked Fluo4 calcium flux; active compounds read low. B-score at 10 µM. 300,000 compounds, 0.39% hits. AID 2247;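 active = B-score over 3 SD under the library average, no early fluorescence shift, positive overall ratio signal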
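Assay system – HEK293 line stably carrying TRPC4beta and mu-opioid receptor · Doses – single dose · Detection – Fluo4 calcium-dye fluorescence, kinetic read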
TRPC6 act – activates the mouse TRPC6 cation channel; HEK293-TRPC6 membrane potential dye fluorescence; active compounds read high; B-score at 10 µM; Q61143; 310,000 compounds, 0.13% hits;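 active = B-score of the integrated fluorescence ratio above library mean plus 3 SD, and starting fluorescence ratio within library mean plus 5 SD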;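 note: higher score means more depolarization so channel activation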
TMEM16A inh – blocks the mouse calcium-activated chloride channel TMEM16A. HEK293 TMEM16A/YFP iodide influx fluorescence, ionomycin. 310,000 compounds, 1.2% hits. normalized B-score (activity score, 25-100; higher = stronger inhibition) at 10 µM. Q8BHY3;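 active = ratio plate-corrected score three or more library SD toward inhibition, starting fluorescence score within five deviations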;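 note: score derived from kinetic fluorescence span divided by baseline fluorescence per well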
TRPC4 potent – TRPC4 (mouse) allosteric potentiation; 310,000 compounds, 0.42% hits; B-score at 10 µM; HEK293 TRPC4beta/mu-opioid, DAMGO EC20, Fluo-4 Ca2+ flux; active compounds read high; Q9QUQ5;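 active = B-score of calcium response area above 5 SD of library B-scores, with initial fluorescence ratio within 5 SD of library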;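 note: B-score of integrated fluorescence ratio over time as area under calcium response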
MrgX1 antagonist – blocks BAM8-22 activation of human MrgX1 receptor; MRGX1-HEK293 calcium flux, Fluo-4, BAM8-22 antagonism; active compounds read low; B-score at 10 µM; AID 588676; 310,000 compounds, 1.3% hits;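 active = calcium-response B-score plate-corrected more than 3 library SD below zero, starting fluorescence within 5 deviations, no agonist response on first addition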;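 note: peak minus trough fluorescence over baseline after final BAM8-22 challenge near maximal dose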
Target sequence (Q96LB2 whole entry, looked up): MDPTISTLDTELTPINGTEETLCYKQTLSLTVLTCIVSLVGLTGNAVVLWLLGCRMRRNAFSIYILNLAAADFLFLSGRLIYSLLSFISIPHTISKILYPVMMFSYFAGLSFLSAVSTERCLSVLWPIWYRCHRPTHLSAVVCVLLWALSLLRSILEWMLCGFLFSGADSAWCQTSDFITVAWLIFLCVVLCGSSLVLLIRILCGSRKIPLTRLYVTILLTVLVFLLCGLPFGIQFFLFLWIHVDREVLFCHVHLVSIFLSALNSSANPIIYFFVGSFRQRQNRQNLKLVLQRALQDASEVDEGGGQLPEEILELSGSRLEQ
MrgX1 agonist – activates human MrgX1 receptor signaling. Q96LB2. MrgX1-HEK293 cells, Fluo-4 calcium fluorescence, agonist mode; active compounds read high. B-score at 10 µM. 310,000 compounds, 0.44% hits;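 active = calcium response B-score plate-corrected fluorescence ratio at least 3 library SD, with starting fluorescence B-score inside 5 SD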
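Material: MrgX1-expressing HEK293 cells / Dosing: compound as first of three additions / Incubation: overnight seeding, then 1 h dark dye loading / Signal: Fluo-4 NW calcium fluorescence / Evaluation: B-scored fluorescence response ratio / Benchmarks: positive and negative control wells on each plate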
TRPC4 agonist – activators of mouse TRPC4 channel; Q9QUQ5; HEK293 TRPC4beta/mu-opioid, Fluo4 calcium fluorescence; active compounds read high; B-score at 10 µM; AID 2237; 310,000 compounds, 0.49% hits;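 active = B-score above 5 SD of library B-scores, and initial fluorescence ratio not above library mean plus 5 SD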;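 note: positive B-score marks a calcium rise read as TRPC4 activation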
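System – HEK293 cells stably co-expressing mouse TRPC4beta and mu-opioid receptor · Signal – Fluo4 calcium-sensitive dye fluorescence, kinetic, 1 Hz baseline · Benchmarks – buffer (low) and maximal DAMGO (high) · Read-out – B score of integrated fluorescence ratio per well · Incubation – dye loading 45 min room temperature, 110 s kinetic read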
MrgX1 allo act – human MrgX1 positive allosteric modulation, primary screen; Q96LB2; MrgX1-HEK293, Fluo-4 calcium flux, FDSS; active compounds read high; B-score at 10 µM; 310,000 compounds, 0.63% hits;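 active = plate-corrected calcium response at least 3 library SD above typical, normal starting fluorescence, not activating the receptor alone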;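 note: compound read alongside a low EC10 to EC30 dose of BAM8-22 agonist; peak minus trough fluorescence over baseline measured at the second addition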
TRPC6 inh – mouse TRPC6 channel inhibition. Q61143. 310,000 compounds, 1.1% hits. B-score at 10 µM. HEK293-TRPC6, membrane potential dye, ACh-evoked depolarization; active compounds read low;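 active = B-score under library mean minus 3 SD, initial fluorescence not abnormally high, positive integrated signal ratio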;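 note: B-score derived from integrated fluorescence ratio over the kinetic read; more negative B-score means stronger inhibition of depolarization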
RGS4 block – human RGS4 inhibition. B-score at 10 µM. HEK293 M3R/RGS4 inducible, Fluo-4 calcium flux; active compounds read high; triggered by carbachol at its EC20. P49798. 310,000 compounds, 0.45% hits;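 active = B-score, a plate-corrected calcium signal, over three deviations above library mean, with baseline fluorescence within five deviations of library mean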;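 note: RGS4 expression induced by doxycycline in cells with stable M3 receptor; B-score is computed from the integrated fluorescence ratio over baseline after carbachol; higher B-score means a larger calcium signal and so more RGS4 inhibition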
Target sequence (P49798 whole entry, looked up): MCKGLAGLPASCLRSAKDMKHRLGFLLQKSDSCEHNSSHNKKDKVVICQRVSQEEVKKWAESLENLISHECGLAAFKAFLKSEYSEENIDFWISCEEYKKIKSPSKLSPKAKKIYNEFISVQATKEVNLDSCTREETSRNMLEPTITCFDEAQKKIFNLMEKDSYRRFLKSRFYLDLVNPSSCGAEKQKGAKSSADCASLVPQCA
ANO1 activ – mouse TMEM16A channel activation, primary screen. Q8BHY3. HEK293 TMEM16A/YFP-H148Q/I152L, iodide quench fluorescence; active compounds read low. B-score at 10 µM. 340,000 compounds, 0.3% hits;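 active = fluorescence-ratio B-score plate-corrected deviation score at least 3 library SD below zero, with starting fluorescence score within 5 deviations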;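 note: channel opened by trigger with iodide after compound preincubation; score built on the fluorescence ratio of max minus min over baseline; more negative score means more quench and so TMEM16A activation or potentiation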
* hit, by the source's call; i = inactive; / = not tested or not shown.

SMILES | TRPC4 block | TRPC6 act | TMEM16A inh | TRPC4 potent | MrgX1 antagonist | MrgX1 agonist | TRPC4 agonist | MrgX1 allo act | TRPC6 inh | RGS4 block | ANO1 activ
COc1ccc(CCNC(=O)CCN2C(=O)COc3ccc(C)cc32)cc1OC | i | i | i | i | i | i | i | i | i | i | i
Cc1cc(NC(=O)CN2C(=O)NC(C)(c3ccc(Cl)cc3)C2=O)no1 (stereo not given) | i | i | i | i | i | i | i | i | i | i | i
O=C(CN1C(=O)/C(=C2\SC(=S)N(C3CCS(=O)(=O)C3)C2=O)c2ccccc21)Nc1ccccc1 (stereo not given) | / | / | i | / | i | i | / | i | / | / | i
CNC(=S)NC12CC3CC(CC(C3)C1)C2 | i | i | i | i | i | i | i | i | i | i | i
O=C(O)c1ccccc1OCCN1CCCC1=O | i | i | i | i | i | i | i | i | i | i | i
O=C1N=C(N2CCCCC2)S/C1=C\c1ccccc1F | i | i | i | i | i | i | i | i | i | i | i
COc1ccc(CN2C(=O)NC3(CCCC3)C2=O)cc1F | i | i | i | i | i | i | i | i | i | i | i
CCCCC(SCC(=O)Nc1ccccc1)C(=O)O (stereo not given) | i | i | i | i | i | i | i | i | i | i | i
CNc1ccc([N+](=O)[O-])cc1C(=O)O | i | i | i | i | i | i | i | i | i | i | i
CCC(C(=O)NCCC(C)C)n1ccc2cc(S(=O)(=O)N3CCCCC3)ccc21 (stereo not given) | i | i | i | i | i | i | i | i | i | i | i
NNC(=O)c1ccc(COc2cccc3ccccc23)cc1 | i | i | i | i | i | i | i | i | i | i | i
N#Cc1cc(-c2ccccc2)nnc1Oc1ccccc1 | i | i | i | i | i | i | i | i | i | i | i
NC(=O)C1(N2CCCCC2)CCN(C(=S)Nc2ccc(F)c(Cl)c2)CC1 | i | i | i | i | i | i | i | i | i | i | i
O=S(=O)(Nc1cccc2[nH]ncc12)c1cccs1 | i | i | i | i | i | i | i | i | i | i | i
COc1ccc(C(=O)C2CCN(C(=O)c3ccc(F)cc3)CC2)cc1 | i | i | i | i | i | i | i | i | i | i | i
CNC(=O)C1Cc2ccccc2CN1S(=O)(=O)c1ccc(OC)c(OC)c1 (stereo not given) | i | i | i | i | i | i | i | i | i | i | i
CC1CCc2c(nc3nc[nH]n3c2=O)C1 (stereo not given) | i | i | i | i | i | i | i | i | i | i | i
CCC(=O)N1CCc2cc(S(=O)(=O)CCC(=O)N3CCN(c4ccc(C(C)=O)cc4)CC3)ccc21 | i | i | i | i | i | i | i | i | i | i | i
CC#CC[N+](C)(C)CCCCCCCC | i | i | i | i | i | i | i | i | i | i | i
N#C/C(=C\c1cccs1)C(=O)NCC1CCCO1 (stereo not given) | i | i | i | i | i | i | i | i | i | i | i
CCOCCCn1c(SCC(=O)NC2CCCC2)nc2ccccc2c1=O | i | i | i | i | i | i | i | i | i | i | i
Cc1c(S(=O)(=O)Nc2ccc(Oc3ccccc3)cc2)c(=O)n(C)c(=O)n1C | i | i | i | i | i | i | i | i | i | i | i
CCOCCCn1c(C)nc2c(c1=O)c1nc3ccccc3nc1n2-c1ccc(C)cc1 | i | i | i | i | i | i | i | i | i | i | i
COc1ccc(C(C(=O)NCC2CCCO2)N(Cc2cccs2)C(=O)c2snc(C(N)=O)c2N)cc1 (stereo not given) | i | i | i | i | i | i | i | i | i | i | i
Cc1cccc2c(=O)c(C(=O)NCCc3ccccc3)c[nH]c12 | i | i | i | i | i | i | i | i | i | i | i

Grouped by structure: those above containing a halogen (5)
SMILES | TRPC4 block | TRPC6 act | TMEM16A inh | TRPC4 potent | MrgX1 antagonist | MrgX1 agonist | TRPC4 agonist | MrgX1 allo act | TRPC6 inh | RGS4 block | ANO1 activ
Cc1cc(NC(=O)CN2C(=O)NC(C)(c3ccc(Cl)cc3)C2=O)no1 (stereo not given) | i | i | i | i | i | i | i | i | i | i | i
O=C1N=C(N2CCCCC2)S/C1=C\c1ccccc1F | i | i | i | i | i | i | i | i | i | i | i
COc1ccc(CN2C(=O)NC3(CCCC3)C2=O)cc1F | i | i | i | i | i | i | i | i | i | i | i
NC(=O)C1(N2CCCCC2)CCN(C(=S)Nc2ccc(F)c(Cl)c2)CC1 | i | i | i | i | i | i | i | i | i | i | i
COc1ccc(C(=O)C2CCN(C(=O)c3ccc(F)cc3)CC2)cc1 | i | i | i | i | i | i | i | i | i | i | i

(more compounds)
SMILES | TRPC4 block | TRPC6 act | TMEM16A inh | TRPC4 potent | MrgX1 antagonist | MrgX1 agonist | TRPC4 agonist | MrgX1 allo act | TRPC6 inh | RGS4 block | ANO1 activ
C=CCN1C(=O)N(c2ccccc2)C(=O)C1CC(=O)Nc1ccc(OC)cc1 (stereo not given) | i | i | i | i | i | i | i | i | i | i | i
Brc1ccccc1Cn1c(-c2cscn2)nc2ccccc21 | i | i | i | i | i | i | i | i | i | i | i
CC(C)c1ccc(C(O)c2cnc(C(C)C)n2C)cc1 (stereo not given) | i | i | i | i | i | i | i | i | i | i | i
Cc1ccc([C@@H]2[C@@H]3C(=O)N(C)C(=O)[C@@H]3[C@@H]3C(=O)Nc4ccccc4C(=O)N23)cc1 | i | i | i | i | i | i | i | i | i | i | i
COc1ccc(C(=O)Nc2ccccc2N2CCOCC2)cc1Br | i | i | i | i | i | i | i | i | i | i | i
CN(C)S(=O)(=O)c1cccc(COC(=O)c2cc([N+](=O)[O-])ccc2N2CCOCC2)c1 | i | i | i | i | i | i | i | i | i | i | i
CC(=O)c1ncnn1CC(=O)c1ccc(Cl)cc1Cl | i | i | i | i | i | i | i | i | i | i | i
CC(/C=C/c1ccco1)=N/NC(=O)c1ccccc1Cl | i | i | i | i | i | i | i | i | i | i | i
CC1CCCCN1S(=O)(=O)c1ccc(N(C(=O)c2cnccn2)C(C(=O)NC2CCCC2)c2cccs2)cc1 (stereo not given) | i | i | i | i | i | i | i | i | i | i | i
CCCCNC(=O)CSc1nc2cc3c(cc2c(=O)n1CCCC(=O)NCCc1ccc(OC)c(OC)c1)OCO3 | i | i | i | i | i | i | i | i | i | i | i
Cc1ccccc1C(=O)OC1CCCN(C)C1 (stereo not given) | i | i | i | 14* | i | i | i | i | i | i | i
COC(=O)C1SCC2C(=O)N(Cc3cccc(C)c3)CC(=O)N21 (stereo not given) | i | i | i | i | i | i | i | i | i | i | i
CCOc1ccc(OCc2ccc(C(=O)OCc3ccccn3)o2)cc1 | i | i | 100* | i | i | i | i | i | -6.04* | i | i
CCOc1ccccc1NC(=O)NNS(=O)(=O)c1ccc([N+](=O)[O-])cc1 | i | i | i | i | i | i | i | i | i | i | i
CN(C)S(=O)(=O)c1cccc(NC(=O)/C=C/c2ccccc2[N+](=O)[O-])c1 | i | i | i | i | i | i | i | i | i | i | i
O=C1N=C(N2CCOCC2)S/C1=C\c1cccnc1 | i | i | i | i | i | i | i | i | i | i | i
CCOC(=O)N1CCC(NC(=O)CCCC(=O)O)CC1 | i | i | i | i | i | i | i | i | i | i | i
CC(C)C(NC(=O)c1ccccc1)c1nnc(SCC(=O)Nc2nccs2)n1C (stereo not given) | i | i | i | i | i | i | i | i | i | i | i
Cc1ccc(S(=O)(=O)Nc2cccnc2)c(C)c1C | i | i | i | i | i | i | i | i | i | i | i
CCOC(=O)/C(C(N)=NC)=C(\O)c1ccccc1 | i | i | i | i | i | i | i | i | i | i | i
Cn1c(=O)c2c(ncn2CC(=O)OCC(=O)Nc2ccc(Cl)cc2Cl)n(C)c1=O | i | i | i | i | i | i | i | i | i | i | i
COc1ccccc1S(=O)(=O)Cc1ccc(C(=O)NC2CC2)o1 | i | i | i | i | i | i | i | i | i | i | i
CCN(CC(=O)NCCc1ccc(Cl)cc1)Cc1nc2ccccc2c(=O)[nH]1 | i | i | i | i | i | i | i | i | i | i | i
Clc1ccc(CO/N=C/c2cccs2)cc1 | i | i | i | i | i | i | i | i | i | i | i
COc1cccc(NC(=O)CCC2CCN(C(=O)c3ccc(C(C)=O)s3)CC2)c1 | i | i | i | i | i | i | i | i | i | i | i
Further results follow.
SMILES | TRPC4 block | TRPC6 act | TMEM16A inh | TRPC4 potent | MrgX1 antagonist | MrgX1 agonist | TRPC4 agonist | MrgX1 allo act | TRPC6 inh | RGS4 block | ANO1 activ
O=C(COC(=O)c1ccc(S(=O)(=O)N2CCc3ccccc3C2)cc1)NC(=O)NCc1ccco1 | i | i | i | i | i | i | i | i | i | i | i
C=CCOCCN(C)C1=NS(=O)(=O)c2ccccc21 | i | i | i | i | i | i | i | i | i | i | i
COc1cccc(N2CCN(S(=O)(=O)c3ccc4c(c3)oc(=O)n4C)CC2)c1 | i | i | i | i | i | i | i | i | i | i | i
CN(C(=O)c1cc(-c2ccc3c(c2)OCO3)on1)c1ccccc1 | i | i | i | i | i | i | i | i | i | i | i
CCc1nnc(NC(=O)c2cc(S(=O)(=O)N(CC)CC)ccc2Cl)s1 | i | i | i | i | i | i | i | i | i | i | i
CCN(CC)Cc1nc2c(c(=O)[nH]1)C(CC)(CC)Cc1ccccc1-2 | i | i | i | i | i | i | i | i | i | i | i
O=C(NC1CCN(C(=S)NCCc2ccccc2)CC1)C1CC1 | i | i | i | i | i | i | i | i | i | i | i
CCOC(=O)c1cc2c(ccn2C)n1Cc1ccc(Cl)cc1 | i | i | i | i | i | i | i | i | i | i | i
C/C(=N\NC(=O)C(=O)Nc1c(C)n(C)n(-c2ccccc2)c1=O)c1ccncc1 | i | i | i | i | i | i | i | i | i | i | i

Entries of single compounds, quoted from the list:
CCc1nnc(NC(=O)c2cc(S(=O)(=O)N(CC)CC)ccc2Cl)s1 in the list: TRPC4 block: i; TRPC6 act: i; TMEM16A inh: i; TRPC4 potent: i; MrgX1 antagonist: i; MrgX1 agonist: i; TRPC4 agonist: i; MrgX1 allo act: i; TRPC6 inh: i; RGS4 block: i; ANO1 activ: i
C/C(=N\NC(=O)C(=O)Nc1c(C)n(C)n(-c2ccccc2)c1=O)c1ccncc1 in the list: TRPC4 block: i; TRPC6 act: i; TMEM16A inh: i; TRPC4 potent: i; MrgX1 antagonist: i; MrgX1 agonist: i; TRPC4 agonist: i; MrgX1 allo act: i; TRPC6 inh: i; RGS4 block: i; ANO1 activ: i
